A549 tox = Nrf2 qHTS screen for inhibitors: counterscreen for cytotoxicity; A549 ARE-Fluc cells, CellTiter-Fluor viability, 18-24 h; Potency, µM (highest dose often 46 µM), for inactives: at the highest dose activity change, negative = cytotoxicity, actives largely listed as inhibitors; 390,000 compounds, 0.16% hits; AID 504648, 2011; note: potency is the fitted concentration of half-maximal effect; % is set by controls: 0 for no effect and ±100 for the full control effect
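A549 ARE-Fluc cells in 5% FBS OPTI-MEM, 5000 cells/well, rested 2 h then exposed to compounds in concentration-response for 18-24 h at 37 °C. Viability by CellTiter-Fluor fluorescence (Ex 405/Em 525) after 30 min; luciferase luminescence (BugLite, 15 min, RT) read afterwards.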
HepG2 tox = qHTS for Inhibitors of TGF-b: Cytotox Counterscreen; HepG2 CAGA-GFP viability, ATP luminescence, 18 h; Potency, µM (series often up to 46.1 µM), for inactives: at the highest dose activity change, negative = cytotoxicity, most hits filed as cytotoxic; 410,000 compounds, 0.76% hits; AID 588856, 2011; note: potency is the fitted concentration of half-maximal effect; some results filed as inactive show a strong effect at the top dose
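CellTiter-Glo luminescence gave cytotoxicity after 18 hours at 37 degrees C. The cells were HepG2 CAGA-GFP in 1% FBS DMEM, stimulated with 500 pg/mL TGF-beta after compound addition. %Activity was normalised to no-cell wells (complete cell-killing) and DMSO (no toxicity), and curves were fitted and classified.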
TGFb inhibitor = qHTS for Inhibitors of TGF-b. AID 588855, 2011. 410,000 compounds, 1.2% hits. Potency, µM (titrated, usually from 46.1 µM), without a hit: at the highest dose activity, negative = inhibition, most hits filed as inhibitors. HepG2 CAGA-GFP TGF-b/SMAD3 reporter, GFP fluorescence, 18 h; TGF-beta stimulated, 500 pg/mL final; note: potency is the fitted concentration of half-maximal effect; % is set by controls: 0 for no effect and ±100 for the full control effect; nearly all actives have a fitted effect of over 65% in size
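Smad-responsive CAGA-GFP expression was quantified in HEPG2 cells exposed to compounds and 500 pg/mL final TGF-beta for 18 h at 37 degrees C; unstimulated wells defined full inhibition.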
ATXN2 expr inh = Primary qHTS for Inhibitors of ATXN expression; HEK-293 ATXN2-luciferase reporter, luminescence, 24 h; Potency, µM (series often up to 57 µM), for the others: at the top dose activity change, negative = inhibition, usual class: inhibitors; 360,000 compounds, 0.72% hits; AID 1745845, 2022; note: potency is the fitted concentration of half-maximal effect; % is set by controls: 0 for no effect and ±100 for the full control effect; nearly all actives have a fitted effect of over 55% in size
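ATXN2-luciferase reporter cells (luciferase flanked by upstream and downstream ATXN2 gene portions) were treated 24 h at 37 °C with compounds at up to 57 uM. SteadyGlo luminescence gave expression; GF-AFC fluorescence gave viability.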
EPAC2 agonist = qHTS for Agonist of cAMP-regulated guanine nucleotide exchange factor 4 (EPAC2): primary screen | Rap guanine nucleotide exchange factor 4 (Homo sapiens), Q8WZA2 | EPAC2 activation, biochemical qHTS; response scale: 100% = 6.5 mM cAMP response | Potency, µM (top dose mostly 154 µM), for the others: at the highest dose activation, most hits filed as activators | 360,000 compounds, 0.079% hits | AID 720711, 2013; note: potency is the fitted concentration of half-maximal effect; nearly all actives have a fitted effect of over 50% in size
Target sequence (Q8WZA2 whole entry, looked up): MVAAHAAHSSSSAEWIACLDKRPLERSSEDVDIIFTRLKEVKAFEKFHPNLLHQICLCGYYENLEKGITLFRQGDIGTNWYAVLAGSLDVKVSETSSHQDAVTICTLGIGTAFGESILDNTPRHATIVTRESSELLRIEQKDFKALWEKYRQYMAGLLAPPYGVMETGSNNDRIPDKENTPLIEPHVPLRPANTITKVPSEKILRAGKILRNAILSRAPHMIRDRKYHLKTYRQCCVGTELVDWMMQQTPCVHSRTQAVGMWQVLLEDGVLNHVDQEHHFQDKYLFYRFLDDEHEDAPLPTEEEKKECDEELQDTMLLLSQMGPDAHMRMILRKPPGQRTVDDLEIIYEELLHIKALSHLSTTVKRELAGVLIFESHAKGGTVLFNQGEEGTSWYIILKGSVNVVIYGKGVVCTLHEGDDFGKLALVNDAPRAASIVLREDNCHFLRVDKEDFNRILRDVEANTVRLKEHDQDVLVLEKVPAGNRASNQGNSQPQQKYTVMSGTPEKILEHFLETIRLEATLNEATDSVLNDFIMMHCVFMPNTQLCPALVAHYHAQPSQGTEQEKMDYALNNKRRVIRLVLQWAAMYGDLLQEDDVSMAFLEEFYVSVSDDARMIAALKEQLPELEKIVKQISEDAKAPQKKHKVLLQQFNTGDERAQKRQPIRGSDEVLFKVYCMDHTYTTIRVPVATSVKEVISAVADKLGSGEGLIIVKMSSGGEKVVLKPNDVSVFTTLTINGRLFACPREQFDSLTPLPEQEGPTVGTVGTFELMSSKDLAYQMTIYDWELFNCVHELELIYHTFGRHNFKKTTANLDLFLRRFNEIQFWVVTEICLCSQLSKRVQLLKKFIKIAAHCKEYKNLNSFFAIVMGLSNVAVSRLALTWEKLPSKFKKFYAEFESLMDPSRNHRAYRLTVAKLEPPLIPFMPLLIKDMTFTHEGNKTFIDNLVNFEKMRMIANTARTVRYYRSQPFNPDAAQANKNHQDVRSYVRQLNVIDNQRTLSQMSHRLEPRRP
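Nucleotide exchange monitored as fluorescence drop when BODIPY-GDP leaves Rap1B. Reaction: 100 nM EPAC2, 250 nM RAP1B-BODIPY-GDP, 50 uM GDP, room temperature, kinetic read over 30 min. Activity expressed relative to 6.5 mM cAMP.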
S2 tox = Viability Counterscreen for Primary qHTS for Inhibitors of ATXN expression. S2 cells (HEK-293 line with an ATXN2-luciferase reporter) viability, CellTiter-Fluor protease fluorescence, 24 h. Potency, µM (top dose mostly 56.7 µM), hits mostly cytotoxic. 400,000 compounds, 0.49% hits; note: potency is the fitted concentration of half-maximal effect; nearly all actives have a fitted effect of over 40% in size
Nrf2 block = Nrf2 qHTS screen for inhibitors; A549 ARE-Fluc reporter, luciferase luminescence, 18-24 h; Potency, µM (top dose mostly 46 µM), for inactives: at the highest dose activity change, negative = inhibition, most hits filed as inhibitors; 360,000 compounds, 2.1% hits; note: potency is the fitted concentration of half-maximal effect; % is set by controls: 0 for no effect and ±100 for the full control effect; nearly all actives have a fitted effect of over 60% in size
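In this cell-based qHTS, ARE-driven firefly luciferase in A549 cells reports Nrf2 activity; the luminescent signal after BugLite lysis is the measured value, with a prior CellTiter-Fluor read for cell health.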
IL2 activator = qHTS of IL-2 Activators | IL-2 activation reporter assay, cell-based qHTS; stimulated with anti-CD3/CD4/CD28 beads; in transgenic mouse T cells | activation, % (series mostly up to about 46 µM) | 360,000 compounds, 0.065% hits; in the data active = activation above about 50%; inconclusive = mostly about 30% to 49%; note: 0% is about no effect
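Quantitative HTS in unstimulated transgenic mouse T cells, with memory T cells as non-tolerant control and PMA/ionomycin as tolerance-bypass control. Compound pretreatment lasted 60 minutes before 18 h bead stimulation; EGFP/DsRed fluorescence read.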
Nrf2 activator = qHTS of Nrf2 Activators | Potency, µM (top dose mostly 46.1 µM), inactives show at the top dose activation, hits mostly activators | 410,000 compounds, 0.31% hits | AREc32 ARE-luciferase reporter (MCF7-derived line), luminescence, 24 h; note: potency is the fitted concentration of half-maximal effect; % of control where 0% means no effect; nearly all actives have a fitted effect of over 65% in size
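AREc32 cells carrying an ARE-driven firefly luciferase reporter were seeded at 1000 cells/well in OPTI-MEM with 5% FBS, then exposed to compound for 24 hr at 37 deg C. Luminescence was read with Steady-Glo after 30 min at RT.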
The depositor's hits bear a star; i = inactive; ? = inconclusive; . = no result given; & = joins results of further samples; [ ] = another dose, or the depositor's remark. Unless noted, calls come from the whole dose curve; as a rule, active = well fitted curve in the direction sought with a large enough effect; inconclusive = small, poorly fitted or top-dose-only effect, or another doubt; inactive = no such curve, though single readings can be large; an effect the other way counts as inactive or inconclusive.

SMILES | A549 tox | HepG2 tox | TGFb inhibitor | ATXN2 expr inh | EPAC2 agonist | S2 tox | Nrf2 block | IL2 activator | Nrf2 activator
CC1CCc2c(cnc3ncnn23)C1 (configuration not stated) | 0.8% | -6.5% | -5.2% | . | 8.9% | i | -2.7% | 1.5 | -0.5%
CCN(CC)CC(=O)Nc1c(Br)ccc2c1OCO2 | 12.2% | -14.4% | 0.3% | -8.7% | 0.9% | i | 0.8% | -0.4 | 0.0%
O=S(=O)(Nc1cccc(-c2ccc(N3CCCCCC3)nn2)c1)c1ccc(F)cc1 | -10.0%&-26.8% | -7.8%&-14.8% | ? | 37.9%&19.2%[activator] | 9.7% | ? | ? | -4.8 | 2.1%&3.9%
O=C(NNc1ccccc1)Nc1ccccc1F | 3.3% | -7.4% | 1.1% | -6.0% | 17.1% | i | 4.3% | 0.2 | 2.4%
O=C1c2ccsc2SCCN1Cc1ccccc1Cl | 0.9% | 7.1% | 1.6% | -16.3% | 3.4% | ? | . | 0.1 | 0.0%
CCOc1cc(OCC)cc(C(=O)N2CCC[C@H]2C(=O)N2CCC[C@H]2C(=O)NCc2cccc(OC)c2)c1 | . | . | . | -16.2% | 1.5% | i | . | -0.6 | 0.6%
CC1=NN(c2ccc(C)c(C)c2)C(=O)/C1=C\C=C\c1ccc([N+](=O)[O-])o1 | ? | -72.4% | 10µM* | ? | -6.5% | 3.16µM* | ? | -0.9 | 12.7%
Cc1[nH]c(C(=O)O)c(C#N)c1C(=O)c1ccccc1 | -0.1% | -0.8% | 0.0% | 4.6% | 6.9% | i | 8.7% | -1.7 | -1.5%
O=C(CN1CCN(c2ccccn2)CC1)Nc1cccc(C(F)(F)F)c1 | 14.4% | -6.3% | -0.1% | -8.6% | 2.1% | i | -29.7% | -1.9 | 3.0%
CC(C)OC(=O)CSc1nnc(-c2ccccn2)n1-c1ccccc1 | 1.6% | 4.1% | 7.5% | 4.0% | ? | i | 19.0% | -0.8 | 0.0%
O=C(CN1CCN(c2ccc(F)cc2)CC1)c1ccc2c(c1)OCO2 | -1.4% | -3.6% | -7.4% | 4.7% | 4.7% | i | 10.6% | -1.3 | 0.3%
CCOc1ccc(/C(O)=C2/C(=O)C(=O)N(c3ncccn3)C2c2ccc(C)cc2)cc1 (configuration not stated) | 2.2% | -17.2% | 0.8% | 15.3% | 2.6% | . | -1.3% | 2.0 | 1.7%
O=C(CC[C@H]1O[C@@H](n2ccc(=O)[nH]c2=O)[C@H](O)[C@@H]1O)N[C@H](Cc1ccccc1)C(=O)NCc1ccco1 | . | -0.9% | -16.5% | 1.5% | 3.3% | i | . | 0.6 | 0.0%
CCOC(=O)C1CCCN(C(=O)c2ccc(CS(=O)(=O)c3ccc(C)cc3)o2)C1 (configuration not stated) | 4.1% | 5.1% | 7.2% | -10.0% | -3.1% | i | 17.3% | -0.8 | -0.5%
Cc1cc(C)c2cc(C(=O)Nc3ccc(C)c(F)c3)[nH]c2c1 | 0.6% | -11.7% | 0.0% | -0.6% | 4.6% | i | -5.6% | -1.1 | -0.5%
COc1ccc(-c2cc(C(=O)NCCCN3CCOCC3)c3ccccc3n2)cc1OC | 28.4% | -0.6% | -21.5% | 9.6% | 2.1% | i | 21.5% | -0.9 | 4.7%
COC(=O)Cc1c(C)c2ccc(OC(=O)c3ccccc3)cc2oc1=O | 7.0% | -7.9% | 12.3% | 0.8% | 10.7% | i | . | -0.8 | 0.0%
Cc1cc2cc(CNC(=O)CCC(=O)O)ccc2n1C | -16.0% | 0.8% | 5.4% | . | -2.9% | i | -2.2% | -3.0 | -0.5%
Cc1cccc(NC(=O)Nc2cc(C)cc(C)n2)c1 | -4.2% | 9.5% | 0.8% | . | 0.1% | i | ? | 0.4 | 4.8%
Cc1cccc(NC(=O)Cn2cnc3sc(C)c(S(=O)(=O)N4CCC(C)CC4)c3c2=O)n1 | -10.9% | -8.0% | -7.9% | 2.8% | 4.1% | i | -20.6% | 0.6 | 0.2%
CN(C1CCCCC1)S(=O)(=O)c1ccc(SCC(=O)NC(C)(C)C)nc1 | -11.5% | -1.2% | -22.0% | -5.1% | -1.5% | i | ? | 1.1 | 0.3%
CC(C)(C)CC(C)(C)NCC(O)COc1c(F)cc(Br)cc1F (configuration not stated) | -14.4% | -98.3% | ? | ? | -10.9% | ? | . | -2.3 | 6.5%
CN=C1S/C(=C\c2c(OC)cc(OC)cc2OC)C(=O)N1C | -4.4% | 2.8% | -8.7% | -11.7% | -7.2% | i | 8.2% | 0.7 | 6.0%
O=C(NCc1cccs1)[C@@H]1CCCN1S(=O)(=O)c1ccccc1F | -4.8% | 21.5% | -6.3% | -4.0% | 4.2% | i | 1.0% | 0.4 | -1.1%
Cc1cnc(NC(=O)[C@H](C)N2C(=O)C3CCCCC3C2=O)s1 (some centres not stated) | 7.4% | -20.5% | 9.2% | 15.6% | 6.6% | i | 11.5% | 5.8 | -0.4%
CCOC(=O)/C=C1\NC2(CCCCC2)Cc2cc(OC)c(OC)cc21 | -7.7% | -16.5% | 12.4% | -5.6% | 2.3% | i | -0.1% | -1.0 | 0.4%
COc1ccc(C(=O)NCC(=O)Nc2cccc(S(=O)(=O)N3CCCC3)c2)cc1 | -4.2% | -3.7% | ? | 2.2% | 3.5% | i | -7.2% | -1.5 | 0.5%
O=C(COc1ccc(F)cc1)N(CC1=CCS(=O)(=O)C1)c1ccccc1 | 5.0% | -0.2% | ? | -4.9% | -2.0% | i | ? | -2.4 | -1.8%
CN(C)S(=O)(=O)c1cccc(NC(=O)CNC2CCCCC2)c1 | 14.3% | 9.6% | -1.3% | . | 4.4% | i | 12.2% | 0.1 | -0.3%
OCCC1CN(Cc2cccc3nccnc23)CCN1C1CCCC1 (configuration not stated) | -1.7% | 11.9% | 20.0% | 4.0% | 0.1% | i | 3.4% | 1.3 | -0.8%

(list continues)
canonical_smiles	A549 tox	HepG2 tox	TGFb inhibitor	ATXN2 expr inh	EPAC2 agonist	S2 tox	Nrf2 block	IL2 activator	Nrf2 activator
CC(=O)Nc1ccc(S(=O)(=O)N(C)CC(=O)N/N=C/c2cccs2)cc1	3.1%	-3.4%	7.6%	-5.3%	0.2%	i	5.7%	0.5	-0.7%
Cc1ccc(C2C=C(c3ccccc3)Nc3nc(NS(=O)(=O)c4ccccc4)nn32)cc1 (configuration not stated)	18.9%	-2.4%	3.0%	.	.	.	5.1%	.	3.7%
O=C(NCCc1ccccc1)C1Cc2c(-c3ccc4c(c3)OCO4)ccnc2O1 (configuration not stated)	.	-10.1%	55.9%[activator]	-15.1%	0.6%	i	.	0.8	-0.2%
O=C(c1cccs1)N1CCN=C1SCc1ccccc1	4.1%	-14.8%	6.5%	-6.1%	3.2%	i	?	-2.9	28.7%
COc1ccc(NC(=O)CCSc2ccc(F)cc2)cc1	0.7%	-7.1%	9.7%	11.9%	1.6%	i	?	-1.2	3.1%
CCOC(=O)C1=C[C@@H](c2ccccc2)N(S(=O)(=O)c2ccc(C)cc2)[C@H]1c1ccc(F)cc1	.	-19.3%	?	-6.0%	4.6%	i	.	-1.0	1.0%
O=C(NCCS(=O)(=O)N1CCN(c2ccccc2F)CC1)C(c1ccccc1)c1ccccc1	4.4%	1.4%	0.6%	.	.	.	.	.	0.6%
CCN(c1ccccc1)S(=O)(=O)c1ccc(OC)c(NC(=O)CNC)c1	2.6%	-13.7%	-2.5%	-21.6%	6.9%	i	-3.2%	1.4	-0.5%

Carrying on.
canonical_smiles	A549 tox	HepG2 tox	TGFb inhibitor	ATXN2 expr inh	EPAC2 agonist	S2 tox	Nrf2 block	IL2 activator	Nrf2 activator
COc1ccc(S(N)(=O)=O)cc1C(N)=O	0.2%	6.7%	-4.3%	-13.2%	5.1%	i	1.2%	0.5	-0.4%
COc1ccc(Nc2cc(C)c3cc([N+](=O)[O-])ccc3n2)cc1	15.3%	-19.8%	?	.	13.4%	i	?	-0.6	18.4%
Cc1nnc(-c2ccccc2)o1	1.8%	-0.6%	-2.0%	-2.2%	10.5%	i	-6.8%	-0.1	-0.3%
Cc1c(NC(=O)CSc2nnnn2Cc2ccccc2)c(=O)n(-c2ccccc2)n1C	-4.6%	-66.1%	?	-7.1%	4.7%	i	3.3%	-2.9	-0.6%
Cc1cccc(Nc2cc(C)nc3ccccc23)c1	?	-4.0%	9.5%	-25.3%	5.1%	i	?	-2.3	9.9%

An excerpt from above in order of their number in EPAC2 agonist, falling:
SMILES	EPAC2 agonist
COc1ccc(Nc2cc(C)c3cc([N+](=O)[O-])ccc3n2)cc1	13.4%
Cc1nnc(-c2ccccc2)o1	10.5%
COc1ccc(S(N)(=O)=O)cc1C(N)=O	5.1%

High-throughput results: PubChem, National Center for Advancing Translational Sciences (NCATS)

The order is random; overall some 4.3% were active at least once.
